DT40 TDP1 CPT: DT40-hTDP1 cell growth loss with CPT; chicken DT40 Tdp1-/-;hTDP1 cells + 20 nM CPT, ATP luminescence, 48 h; 420,000 tested, 12% active; Potency, µM (titrated, usually from 46.2 µM), for the others: top-dose activity change, negative = growth inhibition, hits mostly inhibitors; AID 686979; also: nearly all actives have a fitted effect of over 55% in size
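Chicken DT40 Tdp1-/- cells stably complemented with human TDP1 were seeded at 400 cells/well in medium containing 20 nM camptothecin, exposed to pin-transferred compounds, and grown at 37 °C for at least 48 hr. Viability was read as ATP luminescence.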
DT40 TDP1 no CPT: qHTS for Inhibitors of human tyrosyl-DNA phosphodiesterase 1 (TDP1): qHTS in cells in absence of CPT. DT40 Tdp1-/- hTDP1 cells, no CPT, ATP luminescence, 48 h. Potency, µM (titrated, usually from 46.2 µM), for inactives: at the highest dose activity change, negative = growth inhibition, most hits filed as inhibitors. 420,000 tested, 15% active. AID 686978, 2013; also: nearly all actives have a fitted effect of over 55% in size
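Readout: luminescence from CellTiter-Glo after 30 min in the dark at RT. Cells: DT40 Tdp1-/- with stable hTDP1, 400/well. Exposure: compounds alone, ≥48 hr, 37 °C.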
GCN5L2 inh: GCN5L2 (KAT2A) acetyltransferase inhibition. Potency, µM (doses to about 58.9 µM), for the others: at the highest dose activity change, negative = inhibition, most hits filed as inhibitors. GCN5L2 HAT assay, ThioGlo1 CoA-SH fluorescence. AID 504327. 390,000 tested, 0.21% active
Target sequence (Q92830 whole entry, looked up): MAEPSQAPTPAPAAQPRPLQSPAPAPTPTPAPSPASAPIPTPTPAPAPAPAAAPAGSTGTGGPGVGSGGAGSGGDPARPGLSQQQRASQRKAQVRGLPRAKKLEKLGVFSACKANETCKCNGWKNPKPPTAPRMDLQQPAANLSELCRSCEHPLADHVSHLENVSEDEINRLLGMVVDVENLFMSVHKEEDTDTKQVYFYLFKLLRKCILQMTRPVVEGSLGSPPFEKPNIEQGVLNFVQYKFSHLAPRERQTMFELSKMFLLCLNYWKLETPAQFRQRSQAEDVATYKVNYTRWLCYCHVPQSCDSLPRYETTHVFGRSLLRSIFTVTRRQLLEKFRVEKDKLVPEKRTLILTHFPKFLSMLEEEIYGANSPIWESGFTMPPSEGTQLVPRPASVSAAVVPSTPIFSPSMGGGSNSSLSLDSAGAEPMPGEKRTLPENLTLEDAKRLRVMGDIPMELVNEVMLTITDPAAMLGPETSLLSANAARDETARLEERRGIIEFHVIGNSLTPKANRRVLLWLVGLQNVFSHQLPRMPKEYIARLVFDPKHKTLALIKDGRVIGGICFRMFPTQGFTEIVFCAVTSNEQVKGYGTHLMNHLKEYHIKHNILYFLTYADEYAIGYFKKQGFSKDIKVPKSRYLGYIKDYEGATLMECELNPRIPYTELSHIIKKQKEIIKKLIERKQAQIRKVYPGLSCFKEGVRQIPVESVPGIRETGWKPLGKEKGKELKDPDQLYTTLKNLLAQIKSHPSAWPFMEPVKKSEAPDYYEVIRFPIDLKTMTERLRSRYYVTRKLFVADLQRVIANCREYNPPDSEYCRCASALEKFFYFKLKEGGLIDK
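Preincubate 20nM GCN5L2 with compound 15 min, RT → add 50uM ThioGlo1 + 75uM H3(1-25) + 70uM acetyl-CoA → read fluorescence 0 and 20 min. Primary qHTS; fluorescent artifacts likely.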
Active calls of the source: *; ? = inconclusive; / = no result given. Calls follow the shape of the dose curve; as a rule, active = well fitted curve in the direction sought with a large enough effect; inconclusive = small, poorly fitted or top-dose-only effect, or another doubt; inactive = no such curve, though single readings can be large; an effect the other way counts as inactive or inconclusive. % is scaled to controls: 0 for no effect and ±100 for the full control effect; potency is read from the fitted curve at half-maximal effect.

SMILES | DT40 TDP1 CPT | DT40 TDP1 no CPT | GCN5L2 inh
COc1cc(OC)cc(C2=Cc3ccc(OC)cc3C(CC(C)=O)N2c2ccc(-c3cncnc3)cc2)c1 (configuration not stated) | 8.2µM* | ? | /
CCOc1ccc(OCC)c(NC(=O)C2CCN(c3nn4c(=O)cc(C)nc4s3)CC2)c1 | -2% | -5% | 1%
CC(c1ccon1)N(C)Cc1c(C(=O)N(C)Cc2ccccc2)nc2ccccn12 (configuration not stated) | -17% | ? | -7%
Cc1sc(-c2c(C#N)c(N)nc3c2CCCCCC3)cc1[N+](=O)[O-] | -5% | 0% | /
CCOC(=O)Cc1csc(/C(=N/O)C(N)=O)n1 | -23% | 0% | -4%
O=C(CN1CCCCC1)Nc1nc(-c2ccccc2)cs1 | 9% | ? | -1%
Cc1cc(C(=O)NN)c(Cl)cc1Cl | -20% | 0% | -2%
CCOC(=O)c1ccccc1OCc1cc(/C=N/NC(=O)c2ccncc2)ccc1OC | ? | ? | 0%
CCc1ccc(NC(=O)CC2C(=O)N(c3cccc(OC)c3)C(=O)N2CCOC)cc1 (configuration not stated) | -13% | 12% | -15%
C=CCn1c(C(CC)CC)nc2ccccc21 | 10% | -24% | -2%
COc1ccccc1S(=O)(=O)N(C)C[C@@H]1OCc2cnnn2CCCC(=O)N([C@@H](C)CO)C[C@H]1C | 0% | 3% | /
COc1ccc(NC(=O)C2CCCCN2S(=O)(=O)c2ccc(F)cc2)c(OC)c1 (configuration not stated) | -22% | -26% | -1%
CSCCC(NS(=O)(=O)c1cccs1)C(=O)NCc1ccc(C)cc1 (configuration not stated) | -26% | ? | -9%
COc1ccc(CC(=O)Nc2ccc(/C(C)=N/NC(=O)c3cccc([N+](=O)[O-])c3)cc2)cc1 | -19% | -8% | -8%
CN(C(=O)CSc1nnc(Nc2ccccc2)s1)C1CCS(=O)(=O)C1 (configuration not stated) | 4% | -11% | -9%
COc1cccc(-n2nc(-c3ccnn3-c3cccc(Cl)c3)c(=O)n(C)c2=O)c1 | 23µM* | 16µM* | 5%
Cc1cccc(C(=O)Nc2nnc(S(=O)(=O)N3CCC(C)CC3)s2)c1 | ? | ? | ?
COC(=O)c1ccccc1NC(=O)CNc1cc(OC)c(OC)cc1C | ? | 18µM* | -3%
COc1cc(CC(=O)OCC(=O)Nc2ncc(Cl)cc2Cl)cc(OC)c1OC | -3% | -26% | -1%
CC(=O)/C(=N\Nc1ccccc1Cl)Sc1nnc(-c2ccccc2)n1-c1ccccc1 | -26% | ? | 5%
CCC(=O)NCC(c1ccc2c(c1)OCO2)N1CCN(c2ccccc2)CC1 (configuration not stated) | ? | ? | -1%
CC(=O)Nc1ccc(NC=C(C#N)C#N)cc1 | 15% | 0% | -7%
CS(=O)(=O)c1ccc(Nc2nc(C(N)Cc3ccc(Cl)cc3)cs2)cc1 (configuration not stated) | 12µM* | 16µM* | /
CC(C)Oc1ccc(C(=O)N2CC(=O)Nc3ccc(F)cc3C2c2ccc(F)cc2)cc1 (configuration not stated) | ? | ? | -9%
Cc1cc(=O)[nH]c(Nc2cccc(Cl)c2C)n1 | -18% | -7% | 18%

One compound at a time, from the list above.
COc1cc(OC)cc(C2=Cc3ccc(OC)cc3C(CC(C)=O)N2c2ccc(-c3cncnc3)cc2)c1 (configuration not stated) is listed with DT40 TDP1 CPT = 8.2µM*; DT40 TDP1 no CPT = ?; GCN5L2 inh = /
COc1ccc(CC(=O)Nc2ccc(/C(C)=N/NC(=O)c3cccc([N+](=O)[O-])c3)cc2)cc1 is listed with DT40 TDP1 CPT = -19%; DT40 TDP1 no CPT = -8%; GCN5L2 inh = -8%

(continued)
SMILES | DT40 TDP1 CPT | DT40 TDP1 no CPT | GCN5L2 inh
COC(=O)c1sc(N2CCN(Cc3ccccc3)CC2)nc1N | 2% | ? | -14%
O=C(Cn1c(=O)c2c3c(sc2n(Cc2ccccc2)c1=O)CCCC3)NCCO | ? | ? | 16%
O=C(NCc1ccco1)c1ccc(NC(=O)C2COc3ccccc3O2)cc1 (configuration not stated) | ? | ? | -12%
CCOc1cc(C(=O)N[C@@H](C)C(=O)N2CCC3(CC2)NCCc2[nH]cnc23)cc(OCC)c1OCC | -9% | 8% | -8%
CN(C)CCNC(=O)/C(=C/c1ccc(-c2cccc([N+](=O)[O-])c2)o1)NC(=O)c1ccccc1 | ? | ? | -5%
CC(=O)c1cccc(NC(=O)C2C3C=CC(C4CC34)C2C(=O)O)c1 (configuration not stated) | -10% | -13% | 2%
CCCc1cc(NCCCN(C)C)n2c(nc3ccccc32)c1C#N | -5% | ? | -4%
CCCCc1ccc(NC(=O)C2CCN(S(C)(=O)=O)CC2)cc1 | ? | ? | -2%
Cc1cccc(CSCCNC(=O)CN2C(=O)c3ccccc3S2(=O)=O)c1 | 18% | -15% | 0%
CCCCn1c(=O)n(CC(O)c2ccccc2)c(=O)c2c1ncn2C1CCCC1 (configuration not stated) | -22% | ? | -7%
COc1ccc(C)cc1N(CC(=O)NC1CCCC1)C(=O)CCC(=O)Nc1cc(C)on1 | -16% | 2% | -1%
O=c1c2ccccc2nc(-c2ccc(Cl)cc2Cl)n1CCCn1ccnc1 | -19% | -25% | -6%
O=C(NCCc1ccc(O)cc1)c1ccc(Cl)cc1 | -27% | -19% | -3%
CCN(CC)c1ccc(NC(=O)CCc2nnc3ccc(N4CCCC4)nn23)c(C)c1 | 15µM* | 23µM* | -9%
COc1ccc(N=C2SCC(=O)N2Cc2ccccc2)cc1 | ? | -26% | -5%
O=C(Cc1ccccc1)NNS(=O)(=O)c1ccc([N+](=O)[O-])cc1 | -20% | -21% | -5%
COc1ccc(NC(=S)NCCCc2ccccc2)cc1 | ? | ? | 1%
CCOc1ccc(CCNC(=O)c2nn(C)c3c2CS(=O)(=O)c2ccccc2-3)cc1 | ? | 3.7µM* | -6%
CCOc1ccccc1NC(=O)NCc1ccccc1 | 5% | -27% | 12%
Cc1cc(C)c(C)c(S(=O)(=O)NCc2ccc(C(=O)N3CCN(C)CC3)cc2)c1C | -29% | -11% | -14%
CC(C)C(=O)Nc1c2c(nn1-c1ccccc1)CSC2 | -5% | 5% | ?
O=c1cc(N2CCN(Cc3ccccc3)CC2)c(-c2ccccc2)n[nH]1 | ? | -23% | -6%
Cc1c(C(=O)NCC2CCCO2)sc2nc(-c3ccc(F)cc3)cn12 (configuration not stated) | 15µM* | ? | -28%
CN1CCN(CCn2c(=S)[nH]c3ccccc3c2=O)CC1 | 3% | 3% | ?
COc1cc(C2c3c(-c4cc(C)ccc4O)n[nH]c3C(=O)N2CCCO)ccc1OCCC(C)C (configuration not stated) | ? | 29µM* | -6%

The closing two records of the part above come first, to join the parts.
SMILES | DT40 TDP1 CPT | DT40 TDP1 no CPT | GCN5L2 inh
CN1CCN(CCn2c(=S)[nH]c3ccccc3c2=O)CC1 | 3% | 3% | ?
COc1cc(C2c3c(-c4cc(C)ccc4O)n[nH]c3C(=O)N2CCCO)ccc1OCCC(C)C (configuration not stated) | ? | 29µM* | -6%
COc1ccc(/C=C/C(=O)Nc2cccc(S(=O)(=O)NC3=NCCCCC3)c2)cc1OC | 15µM* | 8.2µM* | -8%
O=C(NCc1cccnc1)C1c2ccccc2C(=O)N1Cc1ccccc1 (configuration not stated) | 10% | -8% | -4%
COc1ccc(CCNC(=O)CSc2nc(O)c(CCC(C)C)c(=O)[nH]2)cc1OC | -15% | -9% | -4%
O=C(Nc1nc(-c2cccs2)cs1)c1ccc(S(=O)(=O)N2CCCCC2)cc1 | ? | ? | -9%
CCOC(=O)C1CCCN(CCSc2ccc(C)cc2)C1 (configuration not stated) | ? | ? | -13%
C/C(=N/NC(=O)COc1cc(C)ccc1C(C)C)C(=O)O | 15% | -1% | 1%
CC1(C)CC[C@]2(C)CC[C@@]3(C)C(=CCC4[C@@]5(C)CCC(O)C(C)(C)C5CC[C@@]43C)C2C1 (some centres not stated) | 20% | 6% | 9%
O=C(Nc1ccc(F)cc1F)C(Cc1ccccc1)N1Cc2ccccc2C1=O (configuration not stated) | ? | -21% | -7%
O=C(CCOc1ccccc1)NCC(c1ccco1)N1CCCCC1 (configuration not stated) | -19% | ? | -10%
COc1ccc(OC)c(NS(=O)(=O)c2ccc(Cl)s2)c1 | ? | ? | -6%
NC(=O)NC(=O)CC1S/C(=N/N=C2\CSC(=O)N2)NC1=O (configuration not stated) | 10% | -4% | -3%
O=C(Nc1ccc2c(c1)OCO2)C1CC(c2cccc(Br)c2)=NO1 (configuration not stated) | 12% | -8% | -3%
Cc1ccc(N(C(=O)c2sc(C)nc2C)C(C(=O)NC(C)(C)C)c2ccncc2)cc1 (configuration not stated) | 25% | -8% | 1%
CC(C)[C@H](NC(=O)c1ccco1)C(=O)N(C)Cc1c(F)cccc1Cl | -6% | ? | -2%
C#CC(=O)N(c1ccc(OC)c(OC)c1)C(C(=O)NC1CCCC1)c1cccs1 (configuration not stated) | 0.73µM* | 0.65µM* | -2%
CC(=O)N1CCN(CCS(=O)(=O)c2ccc(Br)cc2)CC1 | -10% | -2% | -4%
Cc1cc(C)c(NC(=O)CN(CC(=O)O)CC(=O)O)c(C)c1Br | ? | -12% | -3%
Cc1cc(C)c(-c2cc(C(=O)Nc3c(C)n(C)n(-c4ccccc4)c3=O)[nH]n2)c(O)c1 | 0% | 0% | 2%
CCOC(=O)C1CCN(S(=O)(=O)c2c[nH]c(=O)[nH]c2=O)CC1 | -13% | 5% | -1%
Cc1c(Cl)cccc1NC(=O)CCCN1C(=O)CCC1=O | 2% | -15% | -13%
COC(=O)C[C@@H]1C[C@@H]2c3cc(NC(=O)NC4CCCCC4)ccc3O[C@@H]2[C@H](CO)O1 | 2% | -12% | /
Cc1ccc(Cl)cc1NC(=O)NCc1cccnc1 | -12% | 12% | -2%
COc1ccc(/C=N\NC(=O)c2ccccc2OC)cc1COc1ccccc1C | 16µM* | ? | -23%
COc1nc(-c2ccccc2)nnc1-c1ccccc1 | 11% | -20% | 0%
CC1(C)NC(=O)N(CC(=O)Nc2ccc(-n3cnnn3)cc2)C1=O | -1% | -3% | 1%

4 compounds drawn at random from the list so far, as already listed:
SMILES | DT40 TDP1 CPT | DT40 TDP1 no CPT | GCN5L2 inh
NC(=O)NC(=O)CC1S/C(=N/N=C2\CSC(=O)N2)NC1=O (configuration not stated) | 10% | -4% | -3%
Cc1ccc(N(C(=O)c2sc(C)nc2C)C(C(=O)NC(C)(C)C)c2ccncc2)cc1 (configuration not stated) | 25% | -8% | 1%
O=C(NCc1cccnc1)C1c2ccccc2C(=O)N1Cc1ccccc1 (configuration not stated) | 10% | -8% | -4%
Cc1cc(C)c(NC(=O)CN(CC(=O)O)CC(=O)O)c(C)c1Br | ? | -12% | -3%

Among those listed so far, these have fluorine.
SMILES | DT40 TDP1 CPT | DT40 TDP1 no CPT | GCN5L2 inh
COc1ccc(NC(=O)C2CCCCN2S(=O)(=O)c2ccc(F)cc2)c(OC)c1 (configuration not stated) | -22% | -26% | -1%
CC(C)Oc1ccc(C(=O)N2CC(=O)Nc3ccc(F)cc3C2c2ccc(F)cc2)cc1 (configuration not stated) | ? | ? | -9%
Cc1c(C(=O)NCC2CCCO2)sc2nc(-c3ccc(F)cc3)cn12 (configuration not stated) | 15µM* | ? | -28%
O=C(Nc1ccc(F)cc1F)C(Cc1ccccc1)N1Cc2ccccc2C1=O (configuration not stated) | ? | -21% | -7%
CC(C)[C@H](NC(=O)c1ccco1)C(=O)N(C)Cc1c(F)cccc1Cl | -6% | ? | -2%

More results:
SMILES | DT40 TDP1 CPT | DT40 TDP1 no CPT | GCN5L2 inh
COc1ccc(C(C(=O)NC2CCCC2)N(CCO)C(=O)Cn2nnc(-c3ccc(C)o3)n2)cc1 (configuration not stated) | 11% | -11% | -4%
O=C(Cn1c(-c2cncs2)nc2ccccc21)NC1CCCC1 | 0% | -9% | -1%
CC(C)C[C@@H](C(=O)NCC1CCCO1)N1C(=O)N2CCc3c([nH]c4ccccc34)[C@@]2(C)C1=O (some centres not stated) | ? | -92% | -7%
Cc1cc(Br)ccc1NC(=O)C1CSC2(C)CCC(=O)N12 (configuration not stated) | -22% | -5% | -2%
NC(=O)C1CCN(CC(=O)Nc2ccccc2N2CCOCC2)CC1 | -1% | -4% | -3%
Cn1cccc1C(=O)NC(=O)COC(=O)C12CC3CC(CC(O)(C3)C1)C2 | 4% | 16% | -6%
O=C(CC(=O)c1ccccc1)Nc1ccccc1 | 15% | -13% | /
